From PubChem BioAssay
bovine MsrA act: bovine methionine sulfoxide reductase A activation | purified bovine MsrA, absorbance read-out | activation, % at 10.6 µM | hit rate 0.3% among 360,000 | AID 602163; in the data active = activation above about 7.5%;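 also: 0% = vehicle and 100% = reference activator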
MsrA inhibitor: inhibits bovine methionine sulfoxide reductase A; inhibition, % at 15.5 µM; hit rate 0.75% among 360,000; purified bovine MsrA, absorbance read-out; in the data active = inhibition above about 4.5%;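 also: 0% = vehicle wells with enzyme and 100% = reference inhibitor wells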
FAS-TE inh: FAS thioesterase (human) inhibition | recombinant FAS-TE, OMFH fluorogenic substrate, fluorescence endpoint | inhibition, % at 15 µM | P49327 | hit rate 0.67% among 360,000 | AID 602261;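 active = compounds whose normalised, plate-corrected inhibition of enzyme fluorescence in the single-dose primary screen is 50% or more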;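 also: 0% = DMSO with enzyme and 100% = substrate without enzyme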
Neddylation inh: cullin neddylation inhibition; P61081+Q13564; TR-FRET cullin neddylation, biochemical; calls only at 25 µM; hit rate 0.58% among 360,000; AID 651699; in the data active = inhibition above about 36%
Target sequence (P61081 whole entry, looked up): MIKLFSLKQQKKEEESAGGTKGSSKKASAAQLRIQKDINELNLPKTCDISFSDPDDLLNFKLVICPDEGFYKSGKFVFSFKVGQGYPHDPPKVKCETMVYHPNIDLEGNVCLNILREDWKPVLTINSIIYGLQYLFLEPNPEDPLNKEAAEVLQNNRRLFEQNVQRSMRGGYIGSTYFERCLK
Target sequence (Q13564 whole entry, looked up): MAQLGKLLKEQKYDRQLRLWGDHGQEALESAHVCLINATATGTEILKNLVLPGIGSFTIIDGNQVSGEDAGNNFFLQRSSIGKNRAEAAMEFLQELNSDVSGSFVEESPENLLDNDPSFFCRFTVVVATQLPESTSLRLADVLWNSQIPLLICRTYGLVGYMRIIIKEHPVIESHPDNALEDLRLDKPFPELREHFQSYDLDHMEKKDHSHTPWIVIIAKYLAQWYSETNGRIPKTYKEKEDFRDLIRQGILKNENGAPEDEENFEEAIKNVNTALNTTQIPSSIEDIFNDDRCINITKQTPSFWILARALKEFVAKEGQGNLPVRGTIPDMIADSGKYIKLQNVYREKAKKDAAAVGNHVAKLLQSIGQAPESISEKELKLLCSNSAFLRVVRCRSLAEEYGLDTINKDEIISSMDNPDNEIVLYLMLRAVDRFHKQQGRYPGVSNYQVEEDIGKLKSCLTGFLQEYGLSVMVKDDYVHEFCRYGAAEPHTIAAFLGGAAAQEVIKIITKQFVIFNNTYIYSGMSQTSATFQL
Rin1-Abl PPI inh: blocks binding of human Rin1 to Abl | TR-FRET Rin1/Abl binding, biochemical | inhibition, % at 7.35 µM | hit rate 0.4% among 360,000; in the data active = inhibition above about 5%, passing the limit was not always enough
CSN inh: inhibitors of human CSN-mediated cullin deneddylation; Q92905; AID 651999; Purified CSN, SCF-Nedd8-OG deneddylation, fluorescence polarization; inhibition, % at 12.5 µM; hit rate 0.38% among 360,000;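 active = pattern-corrected inhibition above about 35%, with an unprinted fluorescence ratio check between 0.5 and 1.5, limit read from the data, passing the limit was not always enough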;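 also: 0% = enzyme with substrate and 100% = substrate without enzyme; some results filed as inactive read as strong as hits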
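Assay system: HEK293T-derived human Csn5 enzyme; quantity: 0.24 nM enzyme; medium: Tris/NaCl/DTT buffer, pH 7.5; also added: substrate SCFSkp2-Nedd8OG, 10 nM; doses: 12.5 µM compound; schedule: 90 min reaction at room temperature; signal: FP; read-out: % inhibition of substrate cleavage by Csn5; benchmarks: substrate-only high control, full reaction low control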
MLLE-PAM2 inh: blocks PAM2 peptide binding to the PABP1 MLLE domain. P11940. GST-MLLE / FITC-PAM2 fluorescence polarization. inhibition, % at 20 µM. hit rate 0.36% among 360,000. AID 588489; in the data active = inhibition above about 35%, passing the limit was not always enough;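 also: plate controls were DMSO wells with GST-MLLE for no effect and wells lacking GST-MLLE protein for full effect; some results filed as inactive read as strong as hits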
eLon inh: inhibits E. coli Lon protease; purified E. coli Lon protease, fluorescence polarization; P0A9M0; inhibition, % at 7.94 µM; hit rate 0.42% among 360,000; AID 602123; in the data active = inhibition above about 13%, passing the limit was not always enough;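 also: 0% = enzyme with probe and DMSO and 100% = no enzyme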
TbMetRS inhib: Trypanosoma brucei MetRS inhibition; hit rate 0.4% among 360,000; AID 624268; purified T. brucei MetRS, ATP depletion, Kinase-Glo luminescence; inhibition, % at 11.9 µM;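 active = inhibition above a per-plate cutoff of the control wells' mean inhibition plus 3 SD, cut at about 5.5% in these data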;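 also: 0% = DMSO wells median and 100% = median of wells with control inhibitor compound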
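technique = Kinase-Glo luminescence, ATP depletion format | system = purified MetRS (methionyl-tRNA synthetase) enzyme from Trypanosoma brucei | timing = 15 min preincubation, 2 h reaction, all 25 °C | evaluation = percent inhibition versus plate control medians | dosing = single dose, 11.9 µM final nominal, 0.9% final DMSO | also added = substrates ATP, L-methionine and bulk Escherichia coli tRNA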
* marks the source's active call; other numbers are inactive results; i = inactive; / = no result given; + = active, no number. Rows are unselected; about 4% have a hit in one of these screens.

SMILES | bovine MsrA act | MsrA inhibitor | FAS-TE inh | Neddylation inh | Rin1-Abl PPI inh | CSN inh | MLLE-PAM2 inh | eLon inh | TbMetRS inhib
COc1ccc(F)cc1-c1cc(NC=O)c2ncc(-c3cc(OC)c(OC)c(OC)c3)n2c1 | -1 | 0.4 | 16 | i | -6 | 1 | -20 | -14 | 0.6
CCn1c(SCc2ccccc2)nc2cc(OC)c(OC)cc2c1=O | -7 | 0.1 | 24 | i | -1 | 0 | 4 | -5 | -1.0
COC(=O)[C@H](CCSC)NS(=O)(=O)c1ccccc1Br | -3 | -0.2 | -3 | i | 2 | -3 | -3 | -1 | 0.2
Cn1c(=O)oc2cc(S(=O)(=O)N3CCOCC3)ccc21 | 0 | -1.0 | -11 | i | 4 | 3 | -5 | 1 | 0.1
Cc1ccc(S(=O)(=O)NCc2ccccc2NS(=O)(=O)c2ccc(C)cc2)cc1 | / | -0.8 | / | i | / | 2 | / | / | 0.0
NC(=O)c1ccc(NC(=O)COC(=O)C2(c3ccccc3F)CCCC2)cc1 | -1 | 0.8 | 5 | i | 0 | -5 | -2 | -12 | -0.2
O=C1CCc2cc(S(=O)(=O)N3CCC(C(=O)Nc4nccs4)CC3)ccc2N1 | -5 | 0.8 | 21 | i | -1 | -10 | 6 | -8 | -0.2
COc1ccc(CNc2cc(C)ccn2)cc1 | -12 | 3.2 | -2 | i | 4 | 0 | -5 | 1 | 1.1
COC(=O)/C(=C\c1ccc([N+](=O)[O-])o1)NC(=O)c1ccccc1 | 1 | 2.3 | 4 | i | -2 | 3 | -6 | -22 | 0.1
COc1ccc(S(=O)(=O)N2CCOCC2)cc1NC(=O)CCCOc1ccc(C(C)=O)cc1 | 0 | 0.2 | -7 | i | 2 | 2 | -17 | 1 | 0.0
Cc1n[nH]c(=O)c2c1nnn2Cc1ccccc1Cl | -4 | 0.3 | -4 | i | -3 | 0 | 2 | -5 | -1.3
CC(=O)c1c(C)[nH]c(C(=O)COC(=O)c2ccc(Cl)nc2)c1C | -3 | -0.1 | -5 | i | 3 | -2 | 0 | -3 | -0.1
O=C(NCCc1ccccc1)c1ccc2nc(-c3ccco3)c(-c3ccco3)nc2c1 | -3 | / | 5 | i | 2 | 44 | 16 | 3 | 0.6
CC(C)(C)c1ccc(C(=O)NCc2cccnc2)cc1 | -1 | -0.8 | -8 | i | 6 | 3 | -2 | -14 | -0.8
CC(C)(C)c1nnc(N/N=C/c2ccc(Br)cc2)n(N)c1=O | -3 | 2.3 | 6 | i | -1 | -5 | 8 | -5 | 0.1
COc1ccc(CCNC(=O)Cn2cnc3sc(C)c(-c4ccc(F)cc4)c3c2=O)cc1OC | -1 | -0.6 | 8 | i | 0 | 1 | -14 | 4 | 1.1
C/C(=N\NC(=O)c1c(Cl)c(C)nn1C)c1ccc(NC(=O)COc2ccc(Cl)cc2C)cc1 | -3 | -0.7 | 10 | i | 3 | -2 | -11 | 13 | -1.1
Cn1c(SCC(=O)Nc2nc3c(s2)CCCC3)nnc1-c1ccccc1 | -2 | -0.9 | 0 | i | 2 | 0 | 2 | 0 | 0.0
O=c1c(F)cn(C2CCCO2)c(=O)n1Cc1ccc(Cl)cc1 (stereo not drawn) | -3 | -0.1 | -3 | i | 1 | -3 | 2 | 8 | -0.5
COc1ccc(NC(=S)NCCN2CCC(C)CC2)cc1Cl | 2 | 0.9 | -4 | i | -2 | 2 | 11 | 3 | 0.7
CC1CCCCC1NC(=O)COC(=O)/C=C/c1ccc2c(c1)OCO2 (stereo not drawn) | 1 | 0.7 | 5 | + | 1 | 1 | -4 | 8 | 0.7
CCc1cc(C(=O)N2CCCC(C(=O)c3ccc(OC)c(F)c3)C2)n(C)n1 (stereo not drawn) | -3 | -1.1 | -9 | i | 0 | -2 | -4 | 10 | -0.7
Cc1ccc(-c2csc(=S)[nH]2)cc1 | 7 | 0.6 | 1 | i | -1 | -1 | 14 | 12 | -0.8
Cc1cc(=O)[nH]c2ccccc12 | -2 | 1.7 | -5 | i | -5 | -1 | -4 | -4 | -0.4
COc1ccc(NC(=O)c2ccc3c(c2)C(=O)N(CC2CCCO2)C3=O)c(OC)c1 (stereo not drawn) | -9 | -0.7 | -3 | i | 1 | 2 | -6 | 4 | -0.1
CN1CCN(NC(=O)NC2CCCCC2)CC1 | 0 | 0.8 | -3 | i | 4 | 3 | 8 | -6 | 0.6
CCN1C(=O)C(CC(=O)Nc2c(C)cccc2C)SC1=Nc1ccc(S(N)(=O)=O)cc1 (stereo not drawn) | -1 | 1.0 | -2 | i | 1 | 0 | 23 | -5 | -0.3
COc1cc2cnc(-c3ccsc3)cc2cc1OC | -2 | 1.7 | -3 | i | -6 | 3 | 10 | 6 | -0.4
COc1ccc(S(=O)(=O)N(C)CC(=O)NCc2ccccc2)cc1OC | -4 | 0.0 | -4 | i | 1 | 1 | -1 | -4 | -1.0
COc1ccc(S(=O)(=O)Nc2cc3c4c(c2)CC(=O)N4CCC3)cc1 | -3 | 0.3 | -4 | i | 3 | 0 | -5 | -11 | -0.4

An excerpt from above in order of count of non-hydrogen atoms, ascending:
SMILES | bovine MsrA act | MsrA inhibitor | FAS-TE inh | Neddylation inh | Rin1-Abl PPI inh | CSN inh | MLLE-PAM2 inh | eLon inh | TbMetRS inhib
CC(=O)c1c(C)[nH]c(C(=O)COC(=O)c2ccc(Cl)nc2)c1C | -3 | -0.1 | -5 | i | 3 | -2 | 0 | -3 | -0.1
Cn1c(SCC(=O)Nc2nc3c(s2)CCCC3)nnc1-c1ccccc1 | -2 | -0.9 | 0 | i | 2 | 0 | 2 | 0 | 0.0
COc1ccc(CCNC(=O)Cn2cnc3sc(C)c(-c4ccc(F)cc4)c3c2=O)cc1OC | -1 | -0.6 | 8 | i | 0 | 1 | -14 | 4 | 1.1

Later entries.
SMILES | bovine MsrA act | MsrA inhibitor | FAS-TE inh | Neddylation inh | Rin1-Abl PPI inh | CSN inh | MLLE-PAM2 inh | eLon inh | TbMetRS inhib
COc1ccc(C(=O)CSc2nnc(CN3CCCCC3)n2-c2ccc(F)cc2)cc1 | -10 | 0.7 | 0 | i | 0 | -2 | -21 | 2 | -0.8
COc1ccc(NC(=O)Cn2nnc(-c3ccccc3NC(=O)c3ccco3)n2)cc1 | -1 | 0.3 | 10 | / | -4 | 7 | -2 | -10 | 0.3
Cc1ccccc1OCC(=O)OCC(=O)c1ccc[nH]1 | -7 | 0.6 | 2 | i | 0 | -5 | -3 | -4 | -0.7
COc1ccc(C(=O)Nc2nnc(-c3cccs3)s2)cc1 | 1 | -0.6 | -7 | i | -1 | 2 | -3 | 0 | 0.0
N#Cc1c(N)nc2c3c(sc(=N)c2c1N)NC(=O)CC3c1c(F)cccc1Cl (stereo not drawn) | -11 | 0.0 | -4 | i | -21 | 9 | 1 | -14 | -0.4
COc1ccc(-n2c(=O)n(Cc3ccccc3)c(=O)c3[nH]cnc32)cc1 | -2 | -0.3 | -8 | i | -4 | -1 | -4 | -19 | 0.1
O=C(NCC1CCCN(Cc2cccc(OCCO)c2)C1)c1ccc(F)cc1 (stereo not drawn) | -3 | 2.6 | -5 | i | 0 | 0 | 1 | -13 | -0.5
CCn1c(SCC(=O)NC2CCCC2)nnc1-c1ccccn1 | -2 | -1.1 | -2 | i | 2 | 2 | -1 | -14 | 0.0
CCCc1cc(C(=O)NCc2ccccc2)no1 | 0 | 1.7 | -2 | i | -2 | 2 | 2 | 4 | 0.0

Given with two lines to a compound: part of the list above.
The line under a structure holds: bovine MsrA act | MsrA inhibitor | FAS-TE inh | Neddylation inh | Rin1-Abl PPI inh | CSN inh | MLLE-PAM2 inh | eLon inh | TbMetRS inhib
COc1ccc(NC(=O)c2ccc3c(c2)C(=O)N(CC2CCCO2)C3=O)c(OC)c1 (stereo not drawn)
 : -9 | -0.7 | -3 | i | 1 | 2 | -6 | 4 | -0.1
CN1CCN(NC(=O)NC2CCCCC2)CC1
 : 0 | 0.8 | -3 | i | 4 | 3 | 8 | -6 | 0.6
CCN1C(=O)C(CC(=O)Nc2c(C)cccc2C)SC1=Nc1ccc(S(N)(=O)=O)cc1 (stereo not drawn)
 : -1 | 1.0 | -2 | i | 1 | 0 | 23 | -5 | -0.3
COc1cc2cnc(-c3ccsc3)cc2cc1OC
 : -2 | 1.7 | -3 | i | -6 | 3 | 10 | 6 | -0.4
COc1ccc(S(=O)(=O)N(C)CC(=O)NCc2ccccc2)cc1OC
 : -4 | 0.0 | -4 | i | 1 | 1 | -1 | -4 | -1.0
COc1ccc(S(=O)(=O)Nc2cc3c4c(c2)CC(=O)N4CCC3)cc1
 : -3 | 0.3 | -4 | i | 3 | 0 | -5 | -11 | -0.4
COc1ccc(C(=O)CSc2nnc(CN3CCCCC3)n2-c2ccc(F)cc2)cc1
 : -10 | 0.7 | 0 | i | 0 | -2 | -21 | 2 | -0.8
COc1ccc(NC(=O)Cn2nnc(-c3ccccc3NC(=O)c3ccco3)n2)cc1
 : -1 | 0.3 | 10 | / | -4 | 7 | -2 | -10 | 0.3
Cc1ccccc1OCC(=O)OCC(=O)c1ccc[nH]1
 : -7 | 0.6 | 2 | i | 0 | -5 | -3 | -4 | -0.7
COc1ccc(C(=O)Nc2nnc(-c3cccs3)s2)cc1
 : 1 | -0.6 | -7 | i | -1 | 2 | -3 | 0 | 0.0
N#Cc1c(N)nc2c3c(sc(=N)c2c1N)NC(=O)CC3c1c(F)cccc1Cl (stereo not drawn)
 : -11 | 0.0 | -4 | i | -21 | 9 | 1 | -14 | -0.4
COc1ccc(-n2c(=O)n(Cc3ccccc3)c(=O)c3[nH]cnc32)cc1
 : -2 | -0.3 | -8 | i | -4 | -1 | -4 | -19 | 0.1
O=C(NCC1CCCN(Cc2cccc(OCCO)c2)C1)c1ccc(F)cc1 (stereo not drawn)
 : -3 | 2.6 | -5 | i | 0 | 0 | 1 | -13 | -0.5
CCn1c(SCC(=O)NC2CCCC2)nnc1-c1ccccn1
 : -2 | -1.1 | -2 | i | 2 | 2 | -1 | -14 | 0.0
CCCc1cc(C(=O)NCc2ccccc2)no1
 : 0 | 1.7 | -2 | i | -2 | 2 | 2 | 4 | 0.0
